Assay outcomes as filed in PubChem.
NPYLR7 ag = agonists of mosquito NPYLR7 receptor, primary screen, cell-based, Aedes aegypti, calcium fluorescence, mosquito biting behavior; Aedes aegypti neuropeptide Y-like receptor 7 (NPYLR7); HEK293T NPYLR7/Galpha15, GCaMP6s calcium fluorescence; activation, % at 10 µM; 270,000 compounds, 0.15% hits; AID 1259423, 2018; in the data active = activation above about 40%;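 note: 0% = vehicle and 100% = reference agonist at the receptor; some compounds past the cut are filed as inactive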
hcGAS lum = Primary biochemical luminescence assay for human cyclic GMP-AMP synthase inhibitors. Q8N884. recombinant h-cGAS, ATP depletion, Kinase-Glo luminescence. inhibition, % at 12.5 µM. 290,000 compounds, 0.081% hits. AID 1259398, 2018;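 note: 0% = vehicle reaction and 100% = reaction without DNA for no activity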
Target sequence (Q8N884 whole entry, looked up): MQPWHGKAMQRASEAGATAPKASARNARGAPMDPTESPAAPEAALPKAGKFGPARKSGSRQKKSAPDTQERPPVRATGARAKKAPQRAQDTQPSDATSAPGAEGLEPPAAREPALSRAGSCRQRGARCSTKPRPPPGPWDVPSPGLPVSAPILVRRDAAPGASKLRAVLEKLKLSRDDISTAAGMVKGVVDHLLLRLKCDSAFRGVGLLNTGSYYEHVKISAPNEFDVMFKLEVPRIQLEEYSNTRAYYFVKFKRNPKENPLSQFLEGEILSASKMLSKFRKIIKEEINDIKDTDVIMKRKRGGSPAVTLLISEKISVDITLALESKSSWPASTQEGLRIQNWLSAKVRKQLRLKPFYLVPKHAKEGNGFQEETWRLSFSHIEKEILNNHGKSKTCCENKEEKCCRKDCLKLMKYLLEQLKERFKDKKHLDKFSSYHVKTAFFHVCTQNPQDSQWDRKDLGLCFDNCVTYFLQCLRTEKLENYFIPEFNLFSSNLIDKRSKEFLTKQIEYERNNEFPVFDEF
mcGAS lum = cyclic GMP-AMP synthase inhibitors, mouse, primary biochemical chemiluminescence; Q8C6L5; recombinant cGAS, Kinase-Glo ATP depletion luminescence; inhibition, % at 12.5 µM; 160,000 compounds, 0.15% hits;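 note: 0% = negative control wells and 100% = reference inhibitor with no enzyme activity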
* hit, by the source's call; x = not tested or not shown. Cut-off read from the data, not from the text of the source, unless noted: active = inhibition above about 40%; inactive = the rest.

SMILES	NPYLR7 ag	hcGAS lum	mcGAS lum
COCCCN(CC(=O)N(Cc1cccn1Cc1ccc(Br)cc1)C1CCCCC1)C(=O)/C=C/c1ccccc1	13	3	-4
COc1cccc(C(=O)N2CCN(c3ccccc3OC)C(=O)C2C)c1 (centres undefined)	0	-4	-4
O=C(NC1CCS(=O)(=O)C1)c1ccc(-c2ccc(F)cc2)s1 (centres undefined)	0	-3	x
CCOc1cccc2cc(C(=O)NC(C)=O)c(=Nc3ccccc3)oc12	4	-1	-4
CCOC(=O)N1CCN(c2cc(Oc3ccc(Cl)c(C)c3)ncn2)CC1	x	-4	-9
CC1Sc2ccccc2N(Cc2ccccc2)C1=O (centres undefined)	-2	5	1
CCn1cc(C(=O)CSc2ncc(C#N)c(N)n2)c2ccccc21	-1	-6	x
COc1cccc(N2C(=O)CN(Cc3cnn(-c4ccccc4)c3)CC2C)c1 (centres undefined)	3	-8	-12
COc1ccc(OCC2CN(CCc3ccccc3)S(=O)(=O)c3cnccc3O2)cc1 (centres undefined)	-5	12	-2
CCS(=O)(=O)N1CCN(C(=O)c2ccc3nc(C)c(N(C)C(=O)CCc4ccccc4)n3c2)CC1	-3	1	1
CCOC(=O)C1=C(C)N=c2s/c(=C\c3ccc(O)c(OCC)c3)c(=O)n2C1c1ccc(OC)c(OC)c1 (centres undefined)	13	-2	-4
CCOC(=O)C1CCCN(C(=O)c2c(C)c(CC)c(C)n2Cc2ccccc2C)C1 (centres undefined)	-1	-2	-2
CC1=CCCC(C)(C)C1C=CC(C)=NNc1nc2ccccc2[nH]1 (centres undefined)	-4	-6	x
Cc1nc(-c2cccnc2)sc1-c1ccc(SCC(=O)Nc2ccc(C(C)C)cc2)nn1	5	-4	x
CCCCN(CCC(=O)NC(Cc1ccccc1)c1ccccc1)c1nc(Cc2ccc(F)cc2)ns1 (centres undefined)	-2	-2	-6

Copied from the listing (four entries):
SMILES	NPYLR7 ag	hcGAS lum	mcGAS lum
O=C(NC1CCS(=O)(=O)C1)c1ccc(-c2ccc(F)cc2)s1 (centres undefined)	0	-3	x
CCOc1cccc2cc(C(=O)NC(C)=O)c(=Nc3ccccc3)oc12	4	-1	-4
CCOC(=O)N1CCN(c2cc(Oc3ccc(Cl)c(C)c3)ncn2)CC1	x	-4	-9
CC1Sc2ccccc2N(Cc2ccccc2)C1=O (centres undefined)	-2	5	1

Later entries
SMILES	NPYLR7 ag	hcGAS lum	mcGAS lum
Cc1ccc(C(=O)N2CCCC(Cc3ccc(C(=O)O)cc3)C2)cc1F (centres undefined)	5	-5	x
c1ccc(-c2cc(NCCCn3ccnc3)n3ncc(-c4ccccc4)c3n2)cc1	2	-10	-7
O=C(Nc1nc(-c2ccccc2Cl)cs1)C1CCC1	-9	-9	x
CC(C)CCC(=O)C(C#N)c1nnc(-c2ccccc2)n1C (centres undefined)	4	-17	x
C=CCOC(=O)C1C(C)=Nc2nc(SCCC)[nH]c(=O)c2C1c1ccc(Cl)cc1 (centres undefined)	4	-3	-2
CN(C)c1ccccc1C(=O)N1CCCC(CNC(=O)c2ccccc2Cl)C1 (centres undefined)	4	-6	-16
CCCN1C(=O)NC2(CCN(C(=O)c3ccc(-c4ccccc4)cc3)CC2)C1=O	1	-2	x
COc1ccc2sc(N(Cc3cccnc3)C(=O)c3cc(C)nn3C)nc2c1	7	-5	x
CCOc1ccccc1NC(=O)Cn1nc(C2CC2)c2cnn(-c3ccc(F)cc3)c2c1=O	6	-4	x
COc1ccc(C(=O)N2CCCC(N3CCN(c4ccccc4F)CC3)C2)c(OC)n1 (centres undefined)	15	-2	-8
CC(C)OC(C)c1nnc(SCC(=O)O)n1-c1cccnc1 (centres undefined)	4	-5	-13
S=C(NCCN1CCOCC1)Nc1ccc(N2CCOCC2)cc1	3	0	x
Cc1ccccc1Cn1cc(C(=O)N(C)Cc2cccc3cccnc23)nn1	0	0	-9
O=S(=O)(c1ccc(C(F)(F)F)cc1Cl)N1CCN(c2nccc(-c3ccc(N4CCOCC4)cc3)n2)CC1	2	-3	-6
CN1CCN(CNC(=O)c2cnccn2)CC1	2	-7	x
CCOC(=O)C1CCN(C(=O)CC(c2ccccc2OC)c2cn(C)c3ccccc23)CC1 (centres undefined)	-1	-1	-5
COc1cccc(C2CCN(Cc3nc(C4(c5ccc(C)cc5)CCCC4)no3)C2)c1OC (centres undefined)	13	-5	-8
Cc1ccc2cc(CN(C)Cc3ccncn3)c(=O)[nH]c2c1	2	1	x
COc1cccc(C2CCCN2S(=O)(=O)c2cn(C)c(C)n2)c1 (centres undefined)	0	0	-10
Cc1cc(C)cc(Nc2ncc3c(n2)CCN(C(=O)c2ccc4nc[nH]c4c2)C3)c1	13	3	1
CCc1c(C(=O)Nc2nnc(C)s2)cnn1-c1ccc(C)cc1	10	-9	-16
CC1CN(c2ccc(NC(=O)N3CCn4cccc4C3C)cc2F)CC(C)O1 (centres undefined)	0	4	x
CC(C(=O)N(C)Cc1ccccc1)N1CCN(c2cccc(Cl)c2)CC1 (centres undefined)	1	3	x
COCCNC(=O)c1sc(=O)n(Cc2c(C)cccc2C)c1C	4	-5	x
CC(=O)NCc1ccc(-c2csc(N3CCCC(C)C3)n2)s1 (centres undefined)	2	-5	x
O=C(CSc1nc(=O)n(CCCO)c2c1CCCC2)N1CCCc2ccccc21	-2	-4	-6
CCOc1ccc(-n2nnnc2CNS(=O)(=O)CC)cc1	-2	2	-5
C=C(C)CNC(=O)c1cnc2c(-c3ccccc3F)cnn2c1C	21	-17	-10
CCS(=O)(=O)Nc1ccc(-n2nc(OCCc3ccc(OC)cc3)nc2-c2ccc(Cl)c(Cl)c2)cc1	0	-4	-5
CCCC(=O)OCC(O)CN(CCCOC)Cc1cccn1Cc1ccccc1F (centres undefined)	-1	1	1
CSc1nc(N2CCCCC2)c2cnn(CCNC(=O)COc3ccccc3F)c2n1	x	-6	-7
Cc1ccc(CN(C)C(=O)c2csc3nc(-c4cccc(F)c4)cn23)o1	2	3	0
N#Cc1c(NC(=O)CN2CCc3cncnc3C2)sc2c1CCC2	10	-13	x
O=C(NC1CC2CCC(C1)N2Cc1ccc2c(c1)OCO2)c1c(Cl)cc(Cl)cc1Cl (centres undefined)	0	-8	-8
c1cc(CN2CCOCC2)cc(CN2C[C@@H]3C4CCC(CC4)[C@@H]3C2)c1	-1	-3	x
Cc1ncc(C(=O)NCc2cccc(N(C)C)c2)[nH]1	-4	-1	x
CCC(C)NC(=O)C1CCN(S(=O)(=O)c2ccc3c(c2)CCCC3)CC1 (centres undefined)	6	-6	x
COCC(=O)Nn1ccc2c(cnc3c(-c4ccc(F)cc4)c(COC)nn32)c1=O	5	-2	x
CCOc1ccc(CN2CCN(c3cc(C)nc4c5c(C)cc(C)nc5nn34)CC2)cc1	-2	-10	2
CC(NC(=O)c1ccco1)c1nc2ccccc2n1CC=Cc1ccccc1 (centres undefined)	-7	-1	x
CCc1cccc2c(C(CC(=O)N3CCN(c4cccc(C(F)(F)F)c4)CC3)c3ccccc3Cl)c[nH]c12 (centres undefined)	2	0	-4
CCOc1nc(-c2ccc(C(F)(F)F)cc2)n(-c2ccc(NC(=O)c3ccc(F)cc3)cc2)n1	2	-1	-4
O=C(Nc1cccc(F)c1)c1cccc(S(=O)(=O)N2CCCCC2)c1	1	-1	-4
COCCCN1C(=O)CC(CC(=O)N2CCC(c3ccccc3Cl)C2)(c2ccccc2OC)C1=O (centres undefined)	23	-8	-10
COc1ccccc1S(=O)Cc1cnn(-c2ccccc2)c1 (centres undefined)	-1	-17	x

One compound at a time, as listed above. Values in the order: NPYLR7 ag, hcGAS lum, mcGAS lum
`COCC(=O)Nn1ccc2c(cnc3c(-c4ccc(F)cc4)c(COC)nn32)c1=O` in the list: 5, -2, x
`COCCCN1C(=O)CC(CC(=O)N2CCC(c3ccccc3Cl)C2)(c2ccccc2OC)C1=O` (centres undefined) in the list: 23, -8, -10
`Cc1ncc(C(=O)NCc2cccc(N(C)C)c2)[nH]1` in the list: -4, -1, x
`CCOc1ccc(CN2CCN(c3cc(C)nc4c5c(C)cc(C)nc5nn34)CC2)cc1` in the list: -2, -10, 2

Remaining list, next part
SMILES	NPYLR7 ag	hcGAS lum	mcGAS lum
COc1ccc2nc(-c3ccc(NC(=O)Nc4cccs4)cc3)cn2n1	-1	-7	-7
CCN=c1scc(-c2ccc(Cl)cc2)n1N=Cc1ccc2c(c1)OCO2	-4	-2	x
COc1ccc(-c2cc(O)cc3sc(=O)oc23)cc1	6	-3	x
CCC(C)N(CC(=O)N(CCc1ccc(OC)c(OC)c1)Cc1ccco1)S(=O)(=O)c1cc(Cl)ccc1Cl (centres undefined)	5	1	3
Cc1onc(-c2ccccc2Cl)c1C(=O)N1CCC(C)CC1	5	0	x
COCCN(Cc1cccn1Cc1ccccc1)C(=O)CN(CC(C)C)C(=O)c1ccc(-c2ccccc2)cc1	-1	-4	-5
COc1ccc(-c2cc(C(=O)N3CCN(c4cccc(Cl)c4)CC3)c(C)n2-c2ccc(C)cc2)cc1	-5	-6	-3
COCCN(CC(=O)Nc1cc(-c2ccccc2)nn1-c1ccccc1)C(=O)CCc1ccccc1	x	-8	-8
CNC(=O)[C@@H]1CN2CCN(C(=O)c3cc4ccccc4o3)C[C@@H]2[C@H]1c1ccccc1	2	-4	-6
Oc1cccc(C=Nc2c(-c3ccco3)nc3ccccn23)c1	-9	-3	-7
Cc1ccc(Sc2ccc(S(N)(=O)=O)cc2)cc1C	4	5	1
CCc1nnc(NC2CCN(Cc3ccccc3)CC2)c(C#N)c1CC	1	-18	-16
NC(=O)c1cccc(Cn2nnc3c(cnn3-c3ccccc3)c2=O)c1	9	-6	x
COCCN(CC(=O)N(Cc1ccco1)Cc1cccn1C)C(=O)c1ccc(C(F)(F)F)cc1	-8	1	1
C=CCN(Cc1ccccc1)C(=O)C1(C(N)=O)CC1	-5	2	-11

Brought forward from above: 4 compounds; new compounds follow.
SMILES	NPYLR7 ag	hcGAS lum	mcGAS lum
CCc1nnc(NC2CCN(Cc3ccccc3)CC2)c(C#N)c1CC	1	-18	-16
NC(=O)c1cccc(Cn2nnc3c(cnn3-c3ccccc3)c2=O)c1	9	-6	x
COCCN(CC(=O)N(Cc1ccco1)Cc1cccn1C)C(=O)c1ccc(C(F)(F)F)cc1	-8	1	1
C=CCN(Cc1ccccc1)C(=O)C1(C(N)=O)CC1	-5	2	-11
O=C1CCCC(=O)C1C1(O)C(=O)c2ccccc2C1=O	14	1	x
C1CCN(c2nonc2-[n+]2nc3nonc3[nH]2)CC1	-7	5	4
N#CCOC(=O)c1ccc(Br)o1	15	-8	x
COc1cc2c(cc1OC)Cc1cc(OC)c(OC)cc1Cc1cc(OC)c(OC)cc1C2	-1	-1	-2
O=C1Nc2ccccc2/C1=c1/sc2n(c1=O)CCN=2	1	-1	-3
O=C1C(=Cc2cccnc2)SC(=S)N1c1cccc(C(F)(F)F)c1	27	-6	9
O=C(Cn1ccc(C(F)(F)F)n1)NN=Cc1ccc(N2CCOCC2)s1	5	-6	x
N#Cc1ccc(CON=Cc2ccccc2OC(F)F)cc1	0	-6	x
O=C(NCCc1ccc(Cl)cc1Cl)c1cn[nH]c1	-3	-5	-6
C=CCSc1nnc(NC(=O)c2cc(Br)ccc2Cl)s1	-6	-1	1
CCc1c(C(=O)Cn2cnc3cc(F)c(F)cc32)[nH]c(C)c1C(C)=O	2	-1	x
O=C(NCCO)C(=O)NCC1OCCCN1S(=O)(=O)c1cccs1 (centres undefined)	-4	-1	x
Cc1ccc(CC2(C)C(=O)Nc3ccc(-c4cccnc4)cc32)cc1 (centres undefined)	1	2	-3
CCOCC(=O)N1CCC(C(=O)NCc2nonc2C)CC1	x	-10	-5
Cc1nc(CC(=O)N2CCOC(COc3ccc4c(c3)CCCC4)C2)c(C)s1 (centres undefined)	24	-4	-7
Cc1ccc(NC2=NS(=O)(=O)c3ccccc32)c([N+](=O)[O-])c1	-13	-6	-9
CCOC(=O)CNC(=O)CSC1=NS(=O)(=O)c2cc(Cl)ccc2N1	10	-4	x
NC(=O)c1cc2cc([N+](=O)[O-])ccc2oc1=O	14	-2	-4
CCN(CC)S(=O)(=O)c1cc(N=Cc2sccc2C)ccc1C	2	-2	x
Cc1c(C(=O)NCc2ccc3c(c2)OCO3)cc(-c2ccc(Cl)cc2)n1-c1ccccc1	0	-3	-5
O=C(NCCN1CCOCC1)c1ccc(N2CCC(N3CCCC(c4ccccc4)CC3)CC2)cc1 (centres undefined)	3	-6	-13
CC(C)N1CCN(C(=O)C2CCCN(Cc3ccco3)C2)CC1 (centres undefined)	16	-5	x
CN1N=C(C(=O)Nc2ccc3nc(Cc4ccccc4F)[nH]c3c2)CCC1=O	-4	3	x
CC(=O)c1c(Cl)nc2ccc([N+](=O)[O-])cc2c1-c1ccccc1	-3	-7	-1
O=S(=O)(Nc1ccc2c(c1)OCCO2)c1ccccc1Br	3	-2	x
NC(=O)CCN1CCN(S(=O)(=O)c2cccs2)CC1	17	-1	x
O=C(Nc1ccc2c(c1)OCO2)N1CCN(c2cc(-n3ccnc3)ncn2)CC1	-3	6	x
CCC(C)c1ccc(S(=O)(=O)N(C)c2ccccn2)cc1 (centres undefined)	0	-7	x
COC(=O)c1cnc(NC(=O)COc2cccc(C(C)(C)C)c2)s1	0	-4	x
Cc1cc(C)cc(N=C2NC(=O)/C(=C/c3ccc(-c4ccc(C(=O)O)cc4)o3)S2)c1	-5	-1	-5
COC(=O)c1ccc(CN2CCC3(CC2)C(=O)N(CCCc2ccncc2)C(=O)N3C)cc1	19	-19	-6
